OX1R antag-1 = blocks the human orexin 1 receptor | CHO/OX1R cells, Fluo-8 calcium fluorescence, orexin A | O43613 | AID 434989 | 0.43% of 330,000 active | inhibition, % at 5 µM;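 active = inhibition above its plate's threshold, mean inhibition of all tested compounds on the plate plus 3 SD, cut at about 37% in these data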;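 note: 0% = orexin A challenge wells and 100% = SB-334867-A antagonist wells; not every result past the cut was called active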
Target sequence (O43613 whole entry, looked up): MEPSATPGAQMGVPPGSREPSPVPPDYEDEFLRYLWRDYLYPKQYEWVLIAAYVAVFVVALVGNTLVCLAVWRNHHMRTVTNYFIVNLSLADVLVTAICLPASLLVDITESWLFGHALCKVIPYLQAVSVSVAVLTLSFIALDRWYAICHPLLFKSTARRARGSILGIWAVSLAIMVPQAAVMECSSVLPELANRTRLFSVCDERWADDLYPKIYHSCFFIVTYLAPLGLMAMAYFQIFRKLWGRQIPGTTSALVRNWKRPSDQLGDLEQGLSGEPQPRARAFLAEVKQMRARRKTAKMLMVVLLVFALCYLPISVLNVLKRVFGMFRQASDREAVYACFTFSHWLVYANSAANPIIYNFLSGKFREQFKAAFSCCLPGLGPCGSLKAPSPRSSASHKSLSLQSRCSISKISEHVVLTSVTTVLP
OX1R antag-2 = antagonists of human orexin 1 receptor (OX1R); OX1R-expressing cells, FRET antagonist read-out; inhibition, % at 6.6 µM; 1.8% of 330,000 active; AID 485270; in the data active = inhibition mostly above about 38%, no sharp cut-off; inactive = mostly below about 40%;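 note: 0% = agonist challenge alone and 100% = reference antagonist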
* = called active by the depositor.

nr	molecule	OX1R antag-2	OX1R antag-1
1	CC1CCN(S(=O)(=O)N2CCCC(C(=O)NCc3ccccc3Cl)C2)CC1 (stereo unspecified)	17.7	-31.4
2	COc1ccc(CNC(=S)NC2CCCCC2)cc1	3.2	-4.6
3	CCCC(=O)N(c1ccc2oc(=O)sc2c1)S(=O)(=O)c1cccs1	12.9	-2.3
4	CCN(CC)CCN(Cc1cc2cc(C)cc(C)c2[nH]c1=O)C(=S)NCc1ccco1	15.9	-18.5
5	COc1cc(CCCN2C(N)=NC[C@@H]2c2ccccc2)cc(OC)c1OC	18.5	-8.8
6	CC(=O)c1c(O)c2ccccc2n(C2CCCCC2)c1=O	21.4	-15.0
7	NC(=O)C1CCCN(CC(=O)Nc2cc(S(=O)(=O)N3CCOCC3)ccc2N2CCCC2)C1 (stereo unspecified)	3.6	0.0
8	O=C(C1CCN(c2ccc(N3CCOCC3)nn2)CC1)N1CCN(c2ccc(F)cc2)CC1	-0.5	-11.1
9	COCC(=O)Nc1nnc(-c2ccc(C(C)(C)C)cc2)s1	27.2	-28.4
10	COc1nc(NCc2cccnc2)nc(OC)n1	3.9	-3.7

Later entries:
nr	molecule	OX1R antag-2	OX1R antag-1
11	Cc1cc(NC(=O)/C=C/c2cccc(Cl)c2)n(-c2nc3ccccc3[nH]2)n1	18.3	-22.1
12	O=C(CCNC(=O)Cn1cnc2ccccc2c1=O)NCC1CCCO1 (stereo unspecified)	19.1	-9.6
13	O=C(Cn1cnc2ccccc2c1=O)NCc1ccc2c(c1)OCO2	17.2	-26.6
14	CCCC(C(=O)NC1CCCC1)N(C(=O)Cn1nnc(-c2ccc(C)o2)n1)c1ccccc1OC (stereo unspecified)	24.0	-38.0
15	COc1ccc(OC)c(C2CC(=O)C3=C(C2)NC(=O)CC3c2ccc(O)c(OC)c2)c1 (stereo unspecified)	19.8	-21.5
16	CN1CCN(c2ccccc2NC(=O)c2ccc(N3CCCC3)c([N+](=O)[O-])c2)CC1	7.4	-26.3
17	Cc1cnc(C(=O)NC2CC(C)(C)Cc3c2cnn3-c2cccc(F)c2)cn1 (stereo unspecified)	8.4	-12.0
18	COc1cccc(NC(=O)c2oc3ccccc3c2NC(C)=O)c1	17.4	-8.4
19	COc1cccc2cc(-c3cn4ccc(C)cc4n3)c(=O)oc12	85.5*	-13.0
20	Cc1[nH]c(C)c(S(=O)(=O)N2CCCCC2)c1C(=O)N1CCCC1	11.3	-6.4

New compounds follow:
nr	molecule	OX1R antag-2	OX1R antag-1
21	CC12CCC(=O)C=C1CCC1C2C(=O)CC2(C)C1CCC2(O)C(=O)CO (stereo unspecified)	1.5	-13.6
22	COc1ccc(C2C(O)C(c3c[nH]c4ccccc34)=NN2C(=O)CCl)cc1 (stereo unspecified)	13.8	-1.9
23	CC1CCc2sc(C(=O)N(C)CC(=O)Nc3ccc(N4CCOCC4)cc3)cc2C1 (stereo unspecified)	11.6	-24.7
24	Cc1occc1-c1nnc(SCC(=O)c2ccc3c(c2)OCCO3)n1CC1CCCO1 (stereo unspecified)	17.8	-13.2
25	CCC1CCCCN1CCCNC(=O)c1ccc(CS(=O)(=O)c2ccc(Br)cc2)o1 (stereo unspecified)	3.9	-12.6
26	Cc1ccc2[nH]c(=O)c(CN(Cc3ccccc3)Cc3nnnn3C3CCCC3)cc2c1	5.4	-19.4
27	Cn1nnc(NC(=O)CSc2ncn[nH]2)n1	12.1	-4.5
28	O=C1CN(c2ccc(F)cc2)C(=S)N1c1ccccc1	-2.5	-15.1
29	Brc1ccc(-c2csc(-c3c[nH]c4ccccc34)n2)cc1	21.2	-19.7
30	O=C(COC(=O)/C=C/c1ccc(OC(F)F)cc1)NCc1cccs1	7.0	7.5

Overlap with the part before: 2 entries, then new ones.
nr	molecule	OX1R antag-2	OX1R antag-1
29	Brc1ccc(-c2csc(-c3c[nH]c4ccccc34)n2)cc1	21.2	-19.7
30	O=C(COC(=O)/C=C/c1ccc(OC(F)F)cc1)NCc1cccs1	7.0	7.5
31	COc1ccc(/C=C(\NC(=O)c2ccc(C)cc2)C(=O)Nc2c(C)n(C)n(-c3ccccc3)c2=O)cc1	27.1	-15.4
32	O=C(O)c1cc(Cl)c2c(c1)OCO2	7.1	-10.3
33	COC(=O)CSc1nnc(-c2ccccc2OC)n1-c1ccc(C)cc1	14.6	-23.4
34	CN1Cc2sc(N)c(C#N)c2CC1(C)C	37.5	-14.8
35	COC(=O)C1C(O)=C(C=NCc2ccccc2)C(=O)CC1(C)C (stereo unspecified)	7.4	-14.6
36	CCC(C)C(NC(N)=O)C(=O)Nc1ccc(C(=O)OC)cc1 (stereo unspecified)	6.9	-10.3
37	O=C(COc1ccc(S(=O)(=O)NCc2ccccc2)cc1Cl)NCc1ccccn1	25.6	-10.9
38	Cc1ccc(-n2nnnc2CNC(=O)C2CC(=O)N(c3ccccc3)C2)cc1C (stereo unspecified)	-5.7	-27.1
39	COc1cccc(CNC(=O)Cn2nc(-c3ccc(Cl)cc3)ccc2=O)c1	9.8	-11.6
40	Cc1nnc(SCC(=O)N2c3ccccc3Sc3ccccc32)n1N	-0.4	-12.5

(cont.)
nr	molecule	OX1R antag-2	OX1R antag-1
41	Cc1ccc(S(=O)(=O)NC2CCC(C(=O)O)CC2)cc1 (stereo unspecified)	3.3	-5.8
42	COCCn1c(SCC(=O)NCc2cccs2)nnc1-c1ccc(OC)cc1	3.1	-16.7
43	Cc1cn2c(nc1=O)OC1C(O)C(COC(=O)c3ccccc3)OC12 (stereo unspecified)	16.2	-9.3
44	COc1nccnc1NS(=O)(=O)c1ccc(N=Cc2c(C)[nH]n(-c3ccc(Cl)cc3)c2=O)cc1	5.6	5.9
45	CN(C)Cc1nc2c(c(=O)[nH]1)C1(CCCCC1)Cc1ccccc1-2	14.5	-1.7
46	O=[N+]([O-])c1cccc(-c2c(-c3ccccc3)ncc3ccc(F)cc23)c1	11.8	-1.9
47	COc1ccc(C(C)NC(=O)c2cccc([N+](=O)[O-])c2)cc1OC (stereo unspecified)	23.5	-23.2
48	S=C(Sc1ccc(Cl)cc1)Sc1ccc(Cl)cc1	9.8	-14.3
49	ClC1=C(Cl)C(Cl)=C(Cl)C1=C/C=C/c1ccccc1	10.4	-0.9
50	CCOC(=O)COc1ccc(S(=O)(=O)N2CCN(C(=O)OCC)CC2)cc1	11.5	2.8

Copied from above, entries 47 to 48
nr	molecule	OX1R antag-2	OX1R antag-1
47	COc1ccc(C(C)NC(=O)c2cccc([N+](=O)[O-])c2)cc1OC (stereo unspecified)	23.5	-23.2
48	S=C(Sc1ccc(Cl)cc1)Sc1ccc(Cl)cc1	9.8	-14.3

Additional compounds follow:
nr	molecule	OX1R antag-2	OX1R antag-1
51	Cc1[nH]c2ccccc2c1C(=O)CSCC(=O)O	10.9	1.4
52	Cn1c(CNC(=O)CNS(=O)(=O)c2ccc(Cl)cc2)cc(=O)n(C)c1=O	32.8	-13.0
53	O=C(CCS(=O)(=O)c1ccccc1)N1CCN(c2ccc(F)cc2)CC1	6.5	-10.0
54	Fc1ccc(-c2csc3ncnc(Cl)c23)cc1	14.0	-17.5
55	CC(C)CC(=O)N(c1ccc(F)cc1)C1C=CS(=O)(=O)C1 (stereo unspecified)	-0.1	-6.7
56	Cc1ccc(OCC(=O)Nc2nnc(S(=O)(=O)N3CCC(C)CC3)s2)cc1	12.0	-6.2
57	COc1c(F)c(F)c(C(=O)Nc2cccc(Cl)c2N2CCOCC2)c(F)c1F	23.9	-31.9
58	CN(Cc1ccccc1)c1ccc2nnc(-c3ccccc3)n2n1	9.7	-32.2
59	COc1ccc(NC(=O)CCNS(=O)(=O)c2cc(Br)ccc2Br)cc1S(N)(=O)=O	2.5	-16.0
60	COc1ccc(-c2nc(CN(C)C(C)c3ccon3)c(C)o2)c(C)c1C (stereo unspecified)	19.9	-47.6

Next structures follow:
nr	molecule	OX1R antag-2	OX1R antag-1
61	CCOC(=O)[C@@H]1[C@H]2COc3ccc(Br)cc3[C@@H]2N2C(=O)N(c3ccc(C)cc3)C(=O)[C@]12C	24.8	-24.6
62	S=C(NCC1CCCO1)n1nnc2ccccc21 (stereo unspecified)	5.3	2.3
63	CCCn1c(SCC(=O)NCc2ccccc2)nnc1-c1ccncc1	8.6	-13.6
64	CCOc1ccc(CNC(=O)CCCn2ccc3cc(S(=O)(=O)N4CCCC4)ccc32)cc1	15.7	-13.5
65	C=CCN1C(=O)/C(=c2\sc3nc(=O)c(Cc4ccccc4Cl)nn3c2=O)c2ccccc21	18.4	-5.6
66	Cn1c(SCc2cccc([N+](=O)[O-])c2)nc2c(c1=O)SCC2	17.7	-8.8
67	COc1cccc(-c2cccc(NC(=O)C3CCN(C4CCOCC4)CC3)c2)c1	10.0	-19.3
68	COc1ccccc1C(=O)N/N=C(\C)c1ccc(NC(=O)Cc2ccccc2)cc1	20.0	-5.7
69	COc1ccc(CC(=O)Nc2ccc(-c3noc(-c4ccc(Cl)cc4)n3)cc2)cc1	-2.2	-5.5
70	O=C(CN1C(=O)C2C3CCC(C3)C2C1=O)OCC(=O)c1ccc(Br)cc1 (stereo unspecified)	14.5	-8.4

New compounds follow.
nr	molecule	OX1R antag-2	OX1R antag-1
71	COc1ccc2cc(Br)ccc2c1CC(=O)N1CCCC1	16.2	-38.4
72	CCC(OC(=O)CNS(=O)(=O)c1ccccc1)C(=O)c1ccccc1 (stereo unspecified)	-7.3	-15.0
73	CC(C1CC1)N(Cc1ccccc1)C(=S)Nc1ccccc1Cl (stereo unspecified)	10.5	-1.8
74	COc1ccc(CNC(=O)CN(Cc2ccccc2)C(=O)CCC(=O)Nc2ccccn2)cc1	15.7	-25.9
75	O=C(NCc1cccnc1)/C(=C/c1ccc(-c2cccc(Cl)c2)o1)S(=O)(=O)c1ccccc1	25.9	-4.8
76	COc1ccccc1CNC(=O)CCc1c(C)nc2cc(-c3ccccc3OC)nn2c1C	11.2	-25.4
77	CSc1ccc(/C=N/NC(=O)c2cccc(Cl)c2)cc1	44.4*	7.1
78	Cc1ccc(C(=O)Nc2cc(Cl)ccc2Oc2ccccc2)cc1[N+](=O)[O-]	44.1	-25.7
79	COc1ccc(Cn2c(=N)c(C(=O)NCC3CCCO3)cc3c(=O)n4ccccc4nc32)cc1 (stereo unspecified)	61.1*	-38.7
80	CCOC(=O)N1CCC(N(CCN(C)C)C(=S)Nc2cccc(Cl)c2)CC1	9.4	-14.5

(listing goes on)
nr	molecule	OX1R antag-2	OX1R antag-1
81	CC(C)CC(=O)Nc1nnc(S(=O)(=O)N2CCCCCC2)s1	20.4	-20.7
82	O=C(NC1CCSC1=O)C1CCCCC1 (stereo unspecified)	17.6	-3.1
83	CCN(CC)CCn1c(=S)[nH]c2ncccc2c1=O	12.4	0.6
84	CCOc1ccc(N2CSC3=C(C#N)C(c4ccco4)CC(=O)N3C2)cc1 (stereo unspecified)	10.3	-9.4
85	O=C(NCc1ccc2c(c1)OCO2)c1ccc(-n2cnnn2)cc1	2.2	10.6
86	Cc1ccc(C(C)NC(=O)c2cccs2)cc1 (stereo unspecified)	28.8	-3.9
87	CCCCCCCCCS(=O)(=O)Nc1cc(C)ccn1	5.9	-21.4
88	COc1cccc(N(CC(=O)NCC2CCCO2)C(=O)CCC(=O)Nc2nccs2)c1 (stereo unspecified)	24.7	-27.2
89	Cc1cccc(OCCNc2ccc([N+](=O)[O-])cn2)c1	25.1	-5.1
90	C[C@H](CO)N1C[C@H](C)[C@@H](CN(C)C(=O)NC2CCCCC2)Oc2c(NC(=O)CCC(F)(F)F)cccc2C1=O	0.5	6.6

Four compounds already listed, arranged by length of the SMILES, descending.
nr	molecule	OX1R antag-2	OX1R antag-1
65	C=CCN1C(=O)/C(=c2\sc3nc(=O)c(Cc4ccccc4Cl)nn3c2=O)c2ccccc21	18.4	-5.6
26	Cc1ccc2[nH]c(=O)c(CN(Cc3ccccc3)Cc3nnnn3C3CCCC3)cc2c1	5.4	-19.4
52	Cn1c(CNC(=O)CNS(=O)(=O)c2ccc(Cl)cc2)cc(=O)n(C)c1=O	32.8	-13.0
71	COc1ccc2cc(Br)ccc2c1CC(=O)N1CCCC1	16.2	-38.4

More structures follow:
nr	molecule	OX1R antag-2	OX1R antag-1
91	COc1cc(C(=O)NCc2ccco2)cc(OC)c1OC	7.8	-14.7
92	CN(CCCNC(=O)Cn1c(=O)c2cccn2c2ccccc21)Cc1ccccc1	32.7	-17.3
93	O=C(COc1ccc2ccccc2c1CN1CCOCC1)N1CCc2ccccc21	11.5	-19.3
94	O=C(COC(=O)c1cc(NS(=O)(=O)c2cccs2)ccc1O)Nc1cc(Cl)ccc1Cl	3.4	9.2
95	CCSCCNC(=O)c1cncc(Br)c1	8.8	2.4
96	CC(C)CC(C(=O)O)C(C)CC(=O)Nc1ccn(-c2ccccc2)n1 (stereo unspecified)	6.4	-24.6
97	COc1ccc(C)c2sc(NC(=O)C3=COCCO3)nc12	16.0	-10.0
98	COc1cccc(N2C(=O)C(CC(=O)Nc3ccc(F)cc3)N(C3CCCCC3)C2=O)c1 (stereo unspecified)	12.0	-19.2
99	COc1cc(C(=O)N(Cc2cccnc2)Cc2cc3cc4c(cc3[nH]c2=O)OCCO4)cc(OC)c1OC	16.4	-28.4
100	O=C(O)Cn1cnc2scc(-c3ccccc3)c2c1=O	-2.0	4.6
101	COc1ccc(CCNC(=O)CN2CCN(c3ccccc3Cl)CC2)cc1	22.2	-19.6
102	O=C(O)CC(NC(=O)C(c1ccccc1)c1ccccc1)c1ccc(F)cc1 (stereo unspecified)	17.2	-10.9
103	COc1ccc(S(=O)(=O)N2CCCN(CC(=O)Nc3ccccc3F)CC2)cc1	21.8	-10.7

Screens: PubChem, The Scripps Research Institute Molecular Screening Center

Hits appear at their usual frequency; about 2.1% have a hit in one of these screens.
